CDK5 inh: inhibitors of human CDK5/p35 kinase, primary screen, biochemical, single concentration | Recombinant CDK5/p35, ADP-Glo luminescence, 60 min | inhibition, % at 10 µM | hit rate 0.01% among 330,000 | AID 488839, 2010;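 active = highest replicate inhibition of at least 50% and at least 75% of replicates reaching 50%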;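 also: plate controls were DMSO neutral control for no effect and GW8510 at 10 µM for full effect; many of its hits are not listed in these tables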
Rtt109 HAT inh: inhibitors of C. albicans Rtt109/Vps75 HAT, primary screen, biochemical, ThioGlo CoA-SH fluorescence, plate reader | purified Rtt109/Vps75, 4 h | inhibition, % at 34.9 µM | hit rate 0.16% among 330,000;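 active = inhibition of at least 50% in every replicate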
Target sequence (Q5AAJ8 whole entry, looked up): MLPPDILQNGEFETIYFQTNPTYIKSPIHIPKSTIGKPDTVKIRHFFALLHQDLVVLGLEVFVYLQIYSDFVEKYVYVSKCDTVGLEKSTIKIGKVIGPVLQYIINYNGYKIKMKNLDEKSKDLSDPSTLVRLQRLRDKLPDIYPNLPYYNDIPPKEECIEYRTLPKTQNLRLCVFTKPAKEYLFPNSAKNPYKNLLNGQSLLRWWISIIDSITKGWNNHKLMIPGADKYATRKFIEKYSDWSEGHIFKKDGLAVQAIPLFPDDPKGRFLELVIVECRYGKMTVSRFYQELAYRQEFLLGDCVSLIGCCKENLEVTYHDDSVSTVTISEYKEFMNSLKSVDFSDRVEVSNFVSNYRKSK
PvdQ inh: P. aeruginosa PvdQ acylase inhibitors, primary screen, biochemical, fluorescence, plate reader and imaging, single point; purified PvdQ acylase; AID 488965, 2010; hit rate 0.063% among 340,000; PvdQ acylase [Pseudomonas aeruginosa LESB58]; inhibition, % at 10 µM; in the data active = inhibition above about 30%, passing the limit was not always enough;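 also: 0% = vehicle neutral wells and 100% = reference inhibitor wells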
RTF Ca sens act: cardiac RTF calcium sensitivity activators, primary screen, biochemical, IANBD-TnC fluorescence, EC20 calcium; Troponin I, cardiac muscle (Homo sapiens) + Troponin T, cardiac muscle (Homo sapiens) + …; IANBD-labeled TnC RTF fluorescence at EC20 calcium; 0% EC20 calcium, 100% full calcium; activation, % at 7.2 µM; hit rate 0.24% among 340,000; AID 493008, 2010;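 active = activation above the mean over all tested compounds plus 3 SD, cut at about 30% in these data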;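 also: rise in fluorescence read as greater calcium sensitivity of cardiac thin filaments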
dFosB activator: activators of delta FosB homodimer, primary screen, biochemical, fluorescence polarization, TAMRA-CDK5 oligo, single point; AID 493131, 2011; activation, % at 25 µM; hit rate 0.99% among 340,000; purified delta FosB; percent of positive-control signal above neutral wells;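 active = mean activation above about 17%, with every replicate also reaching it, limit read from the data, passing the limit was not always enough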;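 also: fluorescence polarization rise as delta FosB binds a TAMRA Cdk5 AP-1 oligo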
Target sequence (P13346 whole entry, looked up): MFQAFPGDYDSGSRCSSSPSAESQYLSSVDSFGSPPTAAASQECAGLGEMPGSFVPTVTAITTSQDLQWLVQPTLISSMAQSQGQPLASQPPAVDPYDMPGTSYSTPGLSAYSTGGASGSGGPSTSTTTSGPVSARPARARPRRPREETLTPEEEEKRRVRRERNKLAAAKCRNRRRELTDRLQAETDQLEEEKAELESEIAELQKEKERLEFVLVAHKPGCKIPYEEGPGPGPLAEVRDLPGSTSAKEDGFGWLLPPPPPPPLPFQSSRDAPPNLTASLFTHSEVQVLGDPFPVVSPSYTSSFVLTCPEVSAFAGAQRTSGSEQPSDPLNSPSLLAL
Keap1-Nrf2 PPI: Keap1-Nrf2 protein-protein interaction inhibitors, primary screen, biochemical, fluorescence polarization, single point; Kelch-like ECH-associated protein 1 (Homo sapiens), Q14145; Keap1 Kelch-Nrf2 peptide fluorescence polarization, 1536-well; inhibition, % at 9.4 µM; hit rate 0.15% among 340,000; in the data active = inhibition above about 12%;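 also: human Keap1 Kelch domain with fluorescein labeled Nrf2 9mer peptide probe; 0% = neutral control wells and 100% = peptide positive control; higher means more block of Keap1 binding to Nrf2 peptide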
Mot1-301 SUMO: yeast Mot1-301 growth rescue at high temperature, primary screen, SUMOylation pathway inhibitor project, S. cerevisiae, ATP luminescence, 38.5C. hit rate 1% among 320,000. S. cerevisiae Mot1-301 growth rescue; percent above DMSO median, 100 means doubled. growth rescue, % at 18.8 µM. AID 2716, 2010;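 active = every valid replicate shows activation above 250% relative to neutral control wells; inactive = the rest, any valid replicate at or below 250%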;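 also: OY570 slx delta 5 strain wells were the positive control but not used for scaling; some compounds called inactive have numbers as strong as hits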
NSD2 inh: NSD2 histone methyltransferase inhibitors, primary screen, biochemical, AlphaScreen, single concentration, set 2 | hit rate 0.54% among 310,000 | NSD2 peptide methylation, 120 min | AID 743445, 2014 | inhibition, % at 12.5 µM | Histone-lysine N-methyltransferase NSD2 (Homo sapiens), O96028; in the data active = inhibition above about 50%
PfHsp90 yeast 2: growth inhibition of PfHsp90-expressing yeast, primary screen, antimalarial PfHsp90 inhibitor project, S. cerevisiae, BacTiter-Glo luminescence, single point, set 2; hit rate 0.32% among 310,000; BacTiter-Glo ATP, 48 h; yeast lacking PDR1 and PDR3 efflux regulators; inhibition, % at 9.4 µM; AID 504621, 2011;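 active = every replicate shows inhibition above about 80%, whatever the replicate mean, limit read from the data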;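 also: 0% = DMSO neutral controls and 100% = 20 µM radicicol positive controls; yeast relying on Plasmodium falciparum Hsp90 in place of its own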
Cardiac RTF inh: cardiac RTF calcium sensitivity inhibitors, primary screen, biochemical, IANBD-TnC fluorescence, EC70 calcium. Troponin I, cardiac muscle (Homo sapiens) + Troponin T, cardiac muscle (Homo sapiens) + …. IANBD-labeled cardiac RTF, Ca2+ fluorescence. inhibition, % at 7.15 µM. hit rate 0.12% among 340,000. AID 493244, 2011;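 active = inhibition above the mean inhibition of all tested compounds plus 3 SD, cut at about 17% in these data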;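 also: assay run at fixed EC70 calcium of 1.6 mM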
LANA DNA inh: inhibitors of KSHV C-LANA binding to DNA, primary screen, biochemical, fluorescence polarization, FAM-LBS DNA, MBP-C-LANA, single point | Kaposi's sarcoma herpesvirus LANA C-terminal domain (residues 932-1162) DNA binding | inhibition, % at 9 µM | hit rate 0.078% among 340,000 | AID 504423, 2011;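 active = highest replicate inhibition at or above 60% at 9 µM, even if other replicates fall short; inactive = all replicates below 60% inhibition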;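 also: 0% = neutral control wells and 100% = 4 µM acridine orange control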
The depositor's hits bear a star; . = no result given.

SMILES	CDK5 inh	Rtt109 HAT inh	PvdQ inh	RTF Ca sens act	dFosB activator	Keap1-Nrf2 PPI	Mot1-301 SUMO	NSD2 inh	PfHsp90 yeast 2	Cardiac RTF inh	LANA DNA inh
O=C(COC(=O)CSc1ccc(Br)cc1)NCc1ccco1	1.4	-1	-17	6	3	-4	-1	1	-23	-4	0.0
Cn1c(NNC(=O)/C=C/c2ccc3c(c2)OCO3)cc(=O)n(C)c1=O	-1.3	21	7	-3	-2	3	1	3	-10	5	0.4
C[C@H](CO)N1C[C@H](C)[C@@H](CN(C)C(=O)Nc2ccc3c(c2)OCO3)Oc2ccc(NS(=O)(=O)c3cn(C)cn3)cc2C1=O	0.6	3	-13	3	1	-2	54	.	-1	-5	-1.4
COc1ccc(-c2cc(C(F)(F)F)n3nc(N)nc3n2)cc1	1.8	-153	-18	2	-21	-7	18	23	.	-11	1.2
Cc1ccc(-c2csc(=Nc3cccnc3)n2CCCN2CCCC2=O)cc1C	0.0	10	6	1	-8	-1	-4	7	-11	5	-0.9
CCCc1cnc(N2CCN(C(=S)NC)CC2)nc1	-0.6	0	-12	6	3	2	175	22	5	-5	0.1
O=C(COC(=O)/C=C/c1ccc(Br)o1)NC1CCCCC1	0.2	3	3	-3	3	-2	-27	.	-30	-6	-0.9
CSc1nc2ccc(S(=O)(=O)N3CCCCC3)cc2s1	-1.9	1	4	2	0	-1	3	0	.	-1	-0.2
O=C(O)c1nccnc1C(=O)Nc1ccc(Cl)cn1	0.3	-6	8	0	2	0	-6	-3	-9	-4	-1.0
COc1ccccc1C(=O)NCC(=O)NCC1(N2CCCCC2)CCCCC1	-2.7	1	-16	9	1	-7	27	0	-1	-3	-1.8
Cc1nc(Nc2ccc(Cl)cc2)c2oc3ccccc3c2n1	-0.7	.	-3	9	-6	1	-2	-2	-1	-13	-0.9
Cc1ccc(N(C(=O)CNC(=O)c2ccco2)C(C(=O)NC2CCCC2)c2cccnc2)cc1F (configuration not stated)	0.4	-6	-14	-2	-13	-4	24	.	20	-6	1.1
COc1ccc(Cl)cc1S(=O)(=O)n1ccnc1C(C)C	0.3	-8	-10	-4	11	-3	1	.	-10	-2	0.2
Cc1ccccc1C(=NCCCN(C)C)c1ccccc1C	-2.2	5	-5	1	-7	-3	-1	11	-6	-7	0.5
CN1CCN(c2ccc(NC(=O)c3ccc(-c4ccc(Cl)cc4)o3)cc2)CC1	-1.3	-1	-7	6	7	-2	26	1	-18	-5	-0.6
CCOc1ccc(CCNC(=O)c2ccc3c(=O)n4c(nc3c2)CCCCC4)cc1	0.9	7	-8	3	-22	-5	13	6	12	-6	-0.2
Nc1nnc(Cc2cccc(Br)c2)s1	0.0	6	-12	7	-2	5	-2	0	7	-8	-1.5
O=C(c1ccc(Br)s1)N1CCN(Cc2ccc3c(c2)OCO3)CC1	0.8	7	-16	8	-4	1	8	3	-2	2	0.0
CCOC(=O)/C=C/[C@H]1CCc2cccc(C)c2O1	-0.2	2	-6	3	-6	-6	14	.	.	2	-1.4
COc1cc(C2C(C#N)=C(N)OC3=C2C(=O)CCC3)cc2c1OCO2 (configuration not stated)	-0.3	-10	8	-3	0	-3	8	-9	-13	-6	-0.1

Arranged by molecular weight (largest number first): 3 of the compounds above.
SMILES	CDK5 inh	Rtt109 HAT inh	PvdQ inh	RTF Ca sens act	dFosB activator	Keap1-Nrf2 PPI	Mot1-301 SUMO	NSD2 inh	PfHsp90 yeast 2	Cardiac RTF inh	LANA DNA inh
COc1ccccc1C(=O)NCC(=O)NCC1(N2CCCCC2)CCCCC1	-2.7	1	-16	9	1	-7	27	0	-1	-3	-1.8
O=C(COC(=O)/C=C/c1ccc(Br)o1)NC1CCCCC1	0.2	3	3	-3	3	-2	-27	.	-30	-6	-0.9
CCOC(=O)/C=C/[C@H]1CCc2cccc(C)c2O1	-0.2	2	-6	3	-6	-6	14	.	.	2	-1.4

Random excerpt: 5 entries already listed.
SMILES	CDK5 inh	Rtt109 HAT inh	PvdQ inh	RTF Ca sens act	dFosB activator	Keap1-Nrf2 PPI	Mot1-301 SUMO	NSD2 inh	PfHsp90 yeast 2	Cardiac RTF inh	LANA DNA inh
Cc1nc(Nc2ccc(Cl)cc2)c2oc3ccccc3c2n1	-0.7	.	-3	9	-6	1	-2	-2	-1	-13	-0.9
Nc1nnc(Cc2cccc(Br)c2)s1	0.0	6	-12	7	-2	5	-2	0	7	-8	-1.5
CN1CCN(c2ccc(NC(=O)c3ccc(-c4ccc(Cl)cc4)o3)cc2)CC1	-1.3	-1	-7	6	7	-2	26	1	-18	-5	-0.6
Cc1ccc(N(C(=O)CNC(=O)c2ccco2)C(C(=O)NC2CCCC2)c2cccnc2)cc1F (configuration not stated)	0.4	-6	-14	-2	-13	-4	24	.	20	-6	1.1
COc1cc(C2C(C#N)=C(N)OC3=C2C(=O)CCC3)cc2c1OCO2 (configuration not stated)	-0.3	-10	8	-3	0	-3	8	-9	-13	-6	-0.1

(further entries)
SMILES	CDK5 inh	Rtt109 HAT inh	PvdQ inh	RTF Ca sens act	dFosB activator	Keap1-Nrf2 PPI	Mot1-301 SUMO	NSD2 inh	PfHsp90 yeast 2	Cardiac RTF inh	LANA DNA inh
CCc1cccc2c(C#N)cn(CC(=O)NCc3ccco3)c12	0.8	1	-9	-5	-7	0	-6	1	-14	2	-0.2
O=C(O)CCn1ccc2cc(S(=O)(=O)N3CCCCCC3)ccc21	-1.3	3	9	-4	-3	-2	-2	-1	-1	-6	3.5
Cn1c(=O)c2cc(S(=O)(=O)Nc3ccc4c(c3)OCO4)ccc2n(C)c1=O	-1.0	-9	3	3	-8	0	-22	9	12	3	2.5
COc1ccc2ccccc2c1CNCCCN1CCOCC1	-0.4	3	-12	-1	-2	-1	5	-1	.	-9	0.1
Cc1ccc(-c2csc(NC(=O)c3cccc(N4C(=O)CCC4=O)c3)n2)o1	-0.9	4	-4	-3	0	0	-7	.	-3	0	0.1
CCOC(=O)c1ccc(S(=O)(=O)N2CCN(c3ccccn3)CC2)cc1	-4.2	-3	-20	-3	0	-7	-4	51*	-3	-7	-0.7
Cc1ccc(C)c(Cn2c(=O)c3c(nc4n3CCN4Cc3ccco3)n(C)c2=O)c1	-3.2	0	1	13	-7	4	126	.	.	4	-0.1
O=C(NC1CCCCCC1)C1CCN(S(=O)(=O)c2cccc3cccnc23)CC1	-1.3	-6	-15	0	-10	1	561*	.	0	3	0.0
CC(C)c1ccc(OCc2nc(-c3ccccn3)no2)c(Br)c1	-0.1	7	6	-8	-1	2	-10	-5	-51	-3	-0.2
NC(=O)Nn1c(CCC(=O)O)ccc1-c1ccc(Br)cc1	0.1	0	-13	0	-2	-6	9	2	1	0	-1.2
Cc1cccc(NC(=O)CSc2nc3nc4c(cc3c(=O)n2-c2ccccc2)CCCC4)c1	0.2	4	6	-3	1	-5	92	0	-18	-8	-1.2
COc1ccc(-c2coc3cc(OC)cc(O)c3c2=O)cc1	-1.7	20	2	-2	2	-6	134	-1	2	-5	0.4
O=C(Nc1ccc(-c2noc(-c3cccs3)n2)cc1)c1cccnc1	-0.2	1	-20	-1	-14	4	48	-2	.	-4	8.1
Cc1noc(/C=C/c2ccco2)c1S(=O)(=O)N1CCC(C(=O)Nc2ccc(Cl)cn2)CC1	-0.6	1	17	1	-5	-5	76	3	-3	-1	-1.7
O=C(O)c1cccc(NN=C2c3ccccc3-c3ccccc32)c1	-1.7	9	-13	3	-3	-2	.	14	106*	9	0.8
Cc1ccccc1CC1(CO)CCCN(C(=O)Cc2c(F)ccc(F)c2F)C1 (configuration not stated)	-0.8	2	-8	3	-10	-4	-5	0	10	-3	-1.7
O=P(CCC(F)(F)F)(CCC(F)(F)F)CCC(F)(F)F	-2.5	10	-11	2	3	-4	-12	6	-127	-11	0.5
COc1cccc(NC(=O)c2ccccc2)c1	0.2	-3	-8	3	6	2	-16	.	3	0	0.2
O=C(C1=CC=CN2CCS(=O)(=O)N=C12)N1CCN(c2cccc(Cl)c2)CC1	0.7	5	-5	-2	5	-2	-2	0	.	-2	1.2
Cn1nnnc1SCC(=O)Nc1c(Cl)cccc1Cl	0.5	.	-1	1	-1	-1	-4	-2	-6	-11	-0.7
COc1cccc(CN(C)C(=O)c2ccc3c(=O)n4c(nc3c2)CCC4)c1OC	0.0	-3	-18	-3	-2	-4	1	1	0	-10	0.2
COc1ccccc1CN(CC(=O)NCc1ccco1)C(=O)CNS(=O)(=O)c1ccc(C)cc1	1.0	1	6	-2	-15	-5	-1	2	9	-5	1.6
O=C(c1ccccc1)N1N=C(C(F)(F)F)CC1(O)c1ccc(F)cc1 (configuration not stated)	1.0	1	-9	3	-11	-4	2	0	3	-5	-0.5
CCc1cc(=O)oc2cc(C)cc(OCC(=O)NCc3ccccn3)c12	0.9	-1	-15	-6	-8	-1	-23	-2	11	-10	-1.0
